VHR inh color: VHR1 phosphatase inhibitors, primary screen, biochemical, colorimetric, HTS. Dual specificity protein phosphatase 3 (Homo sapiens), P51452. recombinant VHR phosphatase, colorimetric substrate read-out. inhibition, % at 20 µM. hit rate 0.7% among 50,000; in the data active means inhibition above about 60%; further: some results filed as inactive read as strong as hits
Target sequence (P51452 whole entry, looked up): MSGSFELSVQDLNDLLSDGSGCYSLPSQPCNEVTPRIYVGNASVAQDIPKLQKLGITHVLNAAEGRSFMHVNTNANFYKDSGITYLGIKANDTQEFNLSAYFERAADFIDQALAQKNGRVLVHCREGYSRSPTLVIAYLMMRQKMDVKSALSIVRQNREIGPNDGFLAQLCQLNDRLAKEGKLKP
Numbers without * were called inactive.

Compound | VHR inh color
CC1(C)Cc2ccccc2-c2nnc(-c3cccc(N)c3)n21 | -18.2
NS(=O)(=O)c1ccc(CNC2CC(=O)N(c3ccccc3)C2=O)cc1 (centres undefined) | -21.6
CCCOc1ccccc1C1CC(=O)Nc2c1ccc1ccccc21 (centres undefined) | -17.6
CCOC(=O)c1c(NC(C)=O)sc2c1CC(C)(CC)OC2 (centres undefined) | -0.3
CCOc1cc(/C=N/n2nnnc2N)ccc1OCc1c(C)no[n+]1[O-] | -11.0
C=CCOc1ccc(/C=C2\C(=O)NC(=S)N(c3ccc(Br)cc3)C2=O)cc1OC | 30.2
COc1ccc(NC(=O)c2ccncc2)c(OC)c1 | -22.2
COc1ccc(NC(=O)C2CC2(c2ccc(C)cc2)c2ccc(C)cc2)cc1 (centres undefined) | -10.2
O=C(NC1C2CC3CC(C2)CC1C3)c1ccccc1Br (centres undefined) | -14.9
Cc1ccc(S(=O)(=O)N2CCCC2)cc1 | 3.3
C/C(CC1CC2=C(CC1(C)C)C(C)(C)CCC2)=N\O (centres undefined) | -24.5
Cc1ccc(C=Nc2ccc(I)cc2)o1 | -0.4
Cc1ccccc1S(=O)(=O)NC(=O)C(C)O (centres undefined) | -25.8
N/C(=N\OC(=O)/C=C/c1ccccc1)c1cccnc1 | 12.7
COc1ccc(/C=N\NC(=O)c2c(C)nc3cc(C)ccn23)c(OC)c1 | -35.8
CCCCOc1ccc(NC(=O)/C=C/c2ccc(OC)c(OC)c2)cc1 | -9.6
CCOC(=O)Cc1nnc(Nc2ccc(C)cc2)c2ccccc12 | 11.5
O=C(COc1ccc(Cl)cc1Cl)NNc1nc(N2CCOCC2)nc(N2CCOCC2)n1 | 0.7
C=CSC1=C(C#N)C(c2cccc3ccccc23)CC(=O)N1 (centres undefined) | -0.4
COc1ccc(CC(=O)N=Nc2c(O)n(CN3CCCC3)c3ccccc23)cc1 | 10.2
NS(=O)(=O)c1cccc(-c2ccc(C=O)o2)c1 | 5.0
C/C(=N\OCc1nc2c3c4c(sc3ncn2n1)CCCC4)c1ccc(Br)cc1 | -1.1
COC(=O)c1c(C)oc2cc(Br)c(OCc3ccccc3F)cc12 | -33.7
NNc1ccc(/C=C/c2ccc(NN)cc2S(=O)(=O)O)c(S(=O)(=O)O)c1 | 5.5
O=C(Nc1ccc[n+](CC(=O)c2cc3ccccc3oc2=O)c1)c1ccccc1 | 1.3
Cc1ccc2[nH]c(C(=O)NN=C3CCCCC3)c(-c3ccccc3)c2c1 | -3.2
CCC1CCc2c(sc(NC(=O)c3ccc4c(c3)OCO4)c2C(=O)OC)C1 (centres undefined) | 5.0
Brc1ccc(C2=NCCO2)cc1 | -6.2
COc1cccc2cc(-c3nc(-c4cc5cc(Br)ccc5oc4=O)cs3)c(=O)oc12 | -9.3
CCc1ccccc1N1C(=O)NC(=O)/C(=C\c2cc(C)n(C)c2C)C1=O | -16.5
CC(C)(NO)C(=O)c1ccc(F)cc1 | 1.1
COc1ccccc1/C=N/NC(=O)CCc1c(C)n[nH]c1C | -1.8
COc1cc(/C=C2\SC(=S)N(C(CCC(=O)O)C(=O)O)C2=O)ccc1O (centres undefined) | -7.0
COc1ccccc1N1C(=O)CC(SC(=NCCc2ccccc2)Nc2ccccc2)C1=O (centres undefined) | -12.0
CN(C)c1ccc(/C=C2/C(=O)C3CCN2CC3)cc1 | -13.6
CCOc1ccc(C(=O)NCc2cccs2)cc1OCC | 0.1
CCc1ccccc1NC(=O)c1c(NC(=O)c2cccs2)sc2c1CCC2 | 8.4
COc1ccccc1CNS(=O)(=O)c1ccc2ccccc2c1 | 45.5
O=C(Cc1ccccc1)N1N=C(c2cccnc2)CC1(O)C(F)(F)F (centres undefined) | -27.3
COC(=O)NC1(C(Cl)Cl)N=C(c2ccccc2)N=C1N (centres undefined) | -19.4
COC(=O)C1=C(C)NC(=O)CC1c1cccc(OC)c1OC (centres undefined) | -14.4
COc1ccccc1/C=C1\SC(=S)N(CC(=O)NNc2ccccc2)C1=O | -25.7
C=CCN1C(=O)c2ccccc2C1(O)c1ccc(Cl)cc1 (centres undefined) | -3.2
Oc1ccccc1/C=N/Nc1c(Cl)cc(Cl)cc1Cl | -23.5
C=C1CSc2nc(=O)c3c4c(sc3n21)CCC4 | 2.4
Cc1ccc2oc(C(=O)Nc3ccc(N4CCOCC4)c(Cl)c3)c(C)c2c1 | -12.7
Cc1ccc(CNC(=O)c2ccc(Cl)c([N+](=O)[O-])c2)cc1 | 13.1
CC1=C(C(=O)OC2CCCCC2)C(c2cccc([N+](=O)[O-])c2)C2=C(CCCC2=O)N1 (centres undefined) | -21.7
Cc1nc2c(c(C)nn2-c2ccccc2)c(C)c1C | -11.0
Cc1ccccc1CC1S/C(=N\N=C\c2ccc(N(C)C)cc2)NC1=O (centres undefined) | -0.5
Cc1cc(C(=O)N/N=C/C(Br)=C/c2ccccc2)n[nH]1 | 2.8
CC(=O)c1c(C(C)=O)c(C)n(-c2ccc(C)cc2)c1C | -8.9
O=C1S/C(=C/c2ccc(O)c([N+](=O)[O-])c2)C(=O)N1c1ccccc1 | -7.7
Cc1cc(C(=O)N/N=C/c2c(C)nn(-c3ccccc3)c2C)n[nH]1 | -13.4
Cc1ccc(C(=O)Nc2c(Cl)cccc2Cl)cc1[N+](=O)[O-] | -5.4
CC1=C(C(=O)OCCc2ccccc2)C(c2cc([N+](=O)[O-])ccc2Cl)C2=C(CCCC2=O)N1 (centres undefined) | 10.6
O=C(CNc1ccc2ccccc2c1)N/N=C/c1ccc(Br)c([N+](=O)[O-])c1 | 58.7
COc1cc(/C=N/Nc2nc(N3CCOCC3)nc(N3CCOCC3)n2)cc(Cl)c1O | -15.4
NC1=NC(=O)/C(=C\c2cc(Br)ccc2OCc2ccccc2F)S1 | -27.1
Cc1nn(CC(=O)Nc2c(C)n(C)n(-c3ccccc3)c2=O)c(C)c1[N+](=O)[O-] | 4.3

Later entries:
Compound | VHR inh color
Cc1cccc(/C(N)=N/OC(=O)Cc2ccc(Cl)cc2)c1 | -12.2
CCC(Oc1ccccc1)C(=O)Nc1nc2ccc(S(C)(=O)=O)cc2s1 (centres undefined) | 6.1
CCn1c2ccccc2c2nnc(SC)nc21 | -12.1
C/C(CC(=O)Nc1cccc(C)n1)=N\NC(=O)c1ccco1 | 2.6
Cc1cc(NC(=O)CSc2nc3ccccc3o2)no1 | -23.8
Cc1ccc(Cc2cnc(NC(=O)Cc3ccccc3)s2)cc1 | -27.2
COC(=O)C1=C(C)N(Cc2ccccc2)C(=O)/C1=C\c1cccs1 | -27.4
CCOC(=O)NC(NCc1ccco1)(C(F)(F)F)C(F)(F)F | -3.9
CC1(C)CC(NC(=S)Nc2ccc([N+](=O)[O-])cc2)CC(C)(C)N1 | -3.4
O=C(Nc1ccccc1)c1ccccc1NC(=O)C(c1ccccc1)c1ccccc1 | 13.4
O=C(CSc1ccccn1)c1ccc(-c2ccccc2)cc1 | -1.3
O=C(Nc1ccc(C(=O)N2CCOCC2)cc1)Nc1cccc2ccccc12 | 32.2
CN1CCN(c2ccc3c4c(cccc24)C(=O)c2ccccc2-3)CC1 | -7.3
COc1cccc(/C=C2/C(=O)NC(=O)N(C)C2=O)c1O | 18.8
CCOC(=O)c1ccc(NC(=O)COc2ccc(Br)cc2)cc1 | -12.0
CC(Oc1ccccc1)C(=O)N1CCN(c2ccccc2)CC1 (centres undefined) | -12.9
Cc1ccc(C2CC(=O)Nc3c2cc(Br)c2ccccc32)s1 (centres undefined) | -14.7
CCCOc1ccc2c3c(c(=O)oc2c1OCCC)CCCC3 | -2.8
Cc1c(NC(=O)c2ccc(-c3ccc([N+](=O)[O-])cc3)o2)cccc1-c1nc2ncccc2o1 | -5.8
O=C(N(c1cccc(C(F)(F)F)c1)C1C=CS(=O)(=O)C1)C(Cl)(Cl)Cl (centres undefined) | -3.9
CC1CN(Cc2c(O)ccc3c4c(c(=O)oc23)CCC4)CC(C)O1 (centres undefined) | -0.4
Cc1cc([N+](=O)[O-])ccc1-c1ccc(C(=O)NC(C)(C)C)o1 | -0.3
COc1ccc(C=C2C(=O)NC(=S)NC2=O)cc1OCc1ccccc1Cl | 41.6
COc1cccc(OC)c1C(=O)N(C)c1ccccc1 | 20.9
COC(=O)c1sc(NC(=O)C(Sc2ccccc2)c2ccccc2)c(C#N)c1C (centres undefined) | 0.2
CC(C)(C)c1ccc(C(=O)NC2CCCC2)cc1 | -16.8
COc1ccc(CCNC(=O)C2CCCCC2C(=O)O)cc1 (centres undefined) | -0.8
O=S(=O)(Oc1ccccc1)c1ccc2c(c1)Cc1cc(S(=O)(=O)Oc3ccccc3)ccc1-2 | -0.7
CN(C)S(=O)(=O)N=C1C=CC(=NS(=O)(=O)N(C)C)C=C1 | -37.0
CCc1ccc(C2C(C(=O)OC)=C(C)NC3=C2C(=O)CC(C)(C)C3)s1 (centres undefined) | -20.6

Continuation.
Molecule,VHR inh color
COc1cc(/C=C(/C#N)c2nc3ccc(C)cc3[nH]2)c(Br)cc1O,39.6
COc1cc(/C=C2\SC(N3CCCCCC3)=NC2=O)cc(OC)c1OC,0.5
Cc1ccc(C)c(OCCCCN2CCCC2)c1,-4.6
O=C(CN1C(=O)c2ccccc2C1=O)Nc1ccc(C(=O)Nc2cccc(O)c2)cc1,-6.0
O=C(CCCN1C(=O)c2cccc3cccc(c23)C1=O)OC/C=C/c1ccccc1,-10.7
C=CCn1c2ccccc2c2nnc(SC)nc21,-0.4
Cc1ccc(S(=O)(=O)N(Cc2ccccc2)c2ccccc2C(=O)NC(C)C)cc1,-0.3
CC(C)/C=C1\CCCCC1N(C)C(=O)NC(C)C (centres undefined),-11.0
CC1=C(C(=O)OC(C)C)C(c2ccc(Cl)cc2)NC(=O)N1 (centres undefined),-12.6
Clc1ccccc1CSc1nnnn1-c1ccccc1,-3.7
CCOC(=O)C1=C(C)N(c2ccccc2)C(=S)NC1c1ccc(Br)cc1 (centres undefined),4.3
Cc1nnc(C)n1/N=C\c1ccc(C(F)(F)F)cc1,-9.6

As entered above.
C=CCn1c2ccccc2c2nnc(SC)nc21 | VHR inh color = -0.4
Cc1ccc(S(=O)(=O)N(Cc2ccccc2)c2ccccc2C(=O)NC(C)C)cc1 | VHR inh color = -0.3

As a short view, part of the list above.
Molecule,VHR inh color
O=C(CCCN1C(=O)c2cccc3cccc(c23)C1=O)OC/C=C/c1ccccc1,-10.7
C=CCn1c2ccccc2c2nnc(SC)nc21,-0.4

More compounds follow.
Molecule,VHR inh color
O=C(c1ccc(N2CCN(C(=O)c3ccc(F)cc3)CC2)cc1)c1cccc(F)c1,-2.8
COc1cc(/C=C(/C#N)c2nc3ccccc3[nH]2)ccc1OC(C)C,-13.7
CCOC(=O)C1=C(C)NC(=S)NC1c1ccc(OCc2ccc(Cl)cc2Cl)c(OC)c1 (centres undefined),15.3
Cc1ccc(CNC(=O)C(=O)Nc2cccc(C(F)(F)F)c2)cc1,6.6
O=C(N/N=C/c1ccc(F)cc1)c1cc(Cl)cc(Cl)c1O,6.1
COc1cc([N+](=O)[O-])ccc1-c1ccc(/C=C2/C(C)=C(C#N)c3nc(N)c(C#N)c(C)c32)o1,0.4
COc1cccc(/C=C2\SC(=S)N(c3cccc(Br)c3)C2=O)c1,-9.5
O=C(COc1ccc(Br)cc1)Nc1ccc(Nc2ccccc2)cc1,-8.5
CCCCOC(=O)COc1ccc(S(=O)(=O)c2ccc(OCC(=O)OCCCC)cc2)cc1,-8.4
Cc1ccc(OCC(=O)N2CCCc3ccccc32)c(C)c1,-5.3
O=C(Nc1ccc(S(=O)(=O)Nc2nccs2)cc1)c1cc(-c2ccc(Br)cc2)nc2ccccc12,17.9
CCOC(=O)c1sc(NC(=O)c2ccc(Br)s2)nc1-c1ccccc1,27.5
COc1ccc(/C=C/C(=O)Nc2ncc(Cc3cccc(C(F)(F)F)c3)s2)cc1,-5.0
COc1ccc(C(N)=O)cc1NS(=O)(=O)c1ccc(F)cc1,-0.1
CCOc1ccccc1NC(=O)C(=O)NCCCN1CCOCC1,-9.8
CSc1ccccc1NC(=O)CC1Nc2ccccc2NC1=O (centres undefined),32.0
O=c1oc2cc(OC/C=C/c3ccccc3)ccc2cc1-c1ccccn1,-14.0
O=C(Nc1ccccc1C(=O)N1CCOCC1)c1ccc(Cl)cc1,1.4
Cc1ccc(-c2cc(C(F)(F)F)n3ncc(C(=O)N4CCN(C)CC4)c3n2)cc1,3.9
NC(=O)c1ccc(NC(=O)c2ccccc2C(=O)O)cc1,-2.8
N#C/C(=C\c1ccc(-c2ccc(Cl)c(Cl)c2)o1)c1ccccc1,-1.3
CN(c1ccccc1)c1ccc(C2NN=C(c3ccccc3)S2)cc1 (centres undefined),2.1
O=C1NC(=S)N/C1=C/c1cc2c(cc1Cl)OCO2,-15.6
COc1ccc(S(=O)(=O)N(CC(=O)Nc2ccc(C)cc2C)Cc2ccccc2)cc1OC,-3.0
O=C(NCc1cccc(CNC(=O)C(=O)NCC2CCCO2)c1)C(=O)NCC1CCCO1 (centres undefined),-5.0
COC(=O)CN(c1ccc(OC)cc1OC)S(=O)(=O)c1ccccc1,-32.8

Entries shown so far containing fluorine, in the order listed:
Molecule,VHR inh color
COC(=O)c1c(C)oc2cc(Br)c(OCc3ccccc3F)cc12,-33.7
CC(C)(NO)C(=O)c1ccc(F)cc1,1.1
O=C(Cc1ccccc1)N1N=C(c2cccnc2)CC1(O)C(F)(F)F (centres undefined),-27.3
NC1=NC(=O)/C(=C\c2cc(Br)ccc2OCc2ccccc2F)S1,-27.1
CCOC(=O)NC(NCc1ccco1)(C(F)(F)F)C(F)(F)F,-3.9
O=C(N(c1cccc(C(F)(F)F)c1)C1C=CS(=O)(=O)C1)C(Cl)(Cl)Cl (centres undefined),-3.9
Cc1nnc(C)n1/N=C\c1ccc(C(F)(F)F)cc1,-9.6
O=C(c1ccc(N2CCN(C(=O)c3ccc(F)cc3)CC2)cc1)c1cccc(F)c1,-2.8
Cc1ccc(CNC(=O)C(=O)Nc2cccc(C(F)(F)F)c2)cc1,6.6
O=C(N/N=C/c1ccc(F)cc1)c1cc(Cl)cc(Cl)c1O,6.1
COc1ccc(/C=C/C(=O)Nc2ncc(Cc3cccc(C(F)(F)F)c3)s2)cc1,-5.0
COc1ccc(C(N)=O)cc1NS(=O)(=O)c1ccc(F)cc1,-0.1
Cc1ccc(-c2cc(C(F)(F)F)n3ncc(C(=O)N4CCN(C)CC4)c3n2)cc1,3.9

Screens deposited in PubChem BioAssay by Sanford-Burnham Center for Chemical Genomics.

Not all compounds are listed; the hit share may differ from the screen's.
